CIT2-GFP yeast = alters CIT2-GFP fluorescence in TOR pathway yeast screen; AID 2029; S. cerevisiae CIT2-GFP strain, flow cytometry, 3 h; 100 means same as DMSO wells; 0.065% of 320,000 active; GFP response vs DMSO, % at 10 µM;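 active = GFP response relative to DMSO above a set limit, near the screen mean plus 3 SD, cut at about 150% in these data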;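 also: ratio of well median GFP fluorescence to mean of DMSO wells on the plate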
CR mimetic SO = caloric restriction mimetics inhibiting age-related superoxide in yeast. S. cerevisiae aged cells, superoxide DHE fluorescence; hits give low values. superoxide response (% of plate mean), % at 10 µM. 0.18% of 330,000 active. AID 2690;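 active = superoxide response under a set limit, about three screen SD below normal, cut at about 65% in these data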;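 also: yeast aged for seven days with compound at 30 °C before DHE staining; 100% = average MFI of all compound-treated wells on the plate with controls excluded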
VLA-4 inh = inhibition in a human VLA-4 binding assay; P13612; AID 2557; 0.2% of 330,000 active; VLA-4 expressing cells, ligand binding flow cytometry; inhibition, % (about 7 µM as worked out from the volumes in the protocol); in the data active = inhibition above about 50%
MCL1-BIM inh = MCL1-BIM-BH3 interaction inhibition (human) | Q07820 | 0.68% of 320,000 active | GST-MCL1 / FITC-Bim-BH3 fluorescence polarization | AID 2057 | inhibition, % at 10.9 µM;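 active = inhibition above the mean inhibition of all tested compounds plus 3 SD, set per campaign, cut at about 40% in these data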;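 also: 0% = DMSO wells and 100% = unlabeled Bim-BH3 peptide control; higher means more loss of mP so more displacement of Bim peptide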
Target sequence (Q07820 whole entry, looked up): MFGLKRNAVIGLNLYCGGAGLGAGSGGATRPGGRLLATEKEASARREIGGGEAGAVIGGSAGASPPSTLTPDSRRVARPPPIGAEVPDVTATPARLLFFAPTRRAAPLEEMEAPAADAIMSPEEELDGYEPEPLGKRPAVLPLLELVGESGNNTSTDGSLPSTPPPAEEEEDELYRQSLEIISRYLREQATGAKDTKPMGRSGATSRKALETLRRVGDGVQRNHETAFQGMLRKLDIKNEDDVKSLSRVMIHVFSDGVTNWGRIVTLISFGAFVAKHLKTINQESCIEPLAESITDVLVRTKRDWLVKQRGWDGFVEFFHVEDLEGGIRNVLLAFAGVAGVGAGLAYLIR
GLD-1 TGE inh = GLD-1-TGE RNA interaction inhibition (C. elegans); purified GLD-1 + fluorescein TGE RNA, fluorescence polarization; 0.44% of 320,000 active; inhibition, % at 5.96 µM;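 active = percent inhibition above a per-plate cutoff, the plate mean of test compounds plus 3 SD, cut at about 30% in these data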;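 also: 0% = DMSO wells with GLD-1 and probe and 100% = wells lacking GLD-1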
Target sequence (Q17339 whole entry, looked up): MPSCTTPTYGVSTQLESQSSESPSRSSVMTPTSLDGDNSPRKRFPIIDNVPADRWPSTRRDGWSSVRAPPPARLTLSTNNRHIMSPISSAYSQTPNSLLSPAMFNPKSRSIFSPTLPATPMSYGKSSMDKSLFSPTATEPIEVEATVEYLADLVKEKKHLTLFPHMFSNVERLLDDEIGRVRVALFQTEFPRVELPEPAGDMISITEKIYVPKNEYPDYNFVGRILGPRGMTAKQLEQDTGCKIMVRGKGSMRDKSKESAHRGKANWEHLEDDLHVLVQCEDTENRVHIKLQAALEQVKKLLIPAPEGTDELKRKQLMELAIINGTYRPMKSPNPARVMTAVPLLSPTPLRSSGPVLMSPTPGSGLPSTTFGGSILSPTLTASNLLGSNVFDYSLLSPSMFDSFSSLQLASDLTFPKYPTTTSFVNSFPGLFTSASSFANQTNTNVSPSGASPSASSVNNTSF
AGP1-GFP MLPCN = modulators of TOR pathway AGP1-GFP in S. cerevisiae | S. cerevisiae AGP1-GFP multiplex flow cytometry, 3 h; GFP as percent of DMSO wells | GFP response vs DMSO, % at 10 µM | 0.02% of 320,000 active;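 active = GFP response relative to DMSO above a set limit, near screen average plus 3 SD, cut at about 150% in these data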;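 also: median GFP channel fluorescence of the gated AGP1 strain per well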
MEX-5 binding = C. elegans MEX-5 TCR-2 RNA binding activity. MEX-5/FITC-TCR2 RNA binding, fluorescence polarization; hits give low values. activity score (negative = inhibition of binding), % at 10 µM. 0.38% of 300,000 active. AID 1832;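 active = inhibition past about -25% in most replicates, and total fluorescence under double the plate's negative control median, limit read from the data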;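 also: 0% = DMSO and -100% = 5 µM competing unlabeled TCR2 RNA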
GRK2 inh = inhibitors of human GRK2 displacing RNA aptamer; bead flow cytometry, FAM-aptamer displacement from GRK2; inhibition of aptamer binding, % at 10 µM; 0.59% of 330,000 active; AID 488847;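 active = inhibition of aptamer binding above 40%, roughly 3 SD of noise, on plates passing a quality check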;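 also: median bead fluorescence of bound FAM aptamer so fluorescent compounds give negative values; no value below 0 was filed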
BCLXL inh = blocks human Bcl-xL binding to Bim BH3 peptide. Q07817. GST-Bcl-xL / FITC-Bim BH3 peptide fluorescence polarization. inhibition, % at 10.9 µM. 0.7% of 320,000 active;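 active = inhibition above the mean of all tested compounds plus 3 SD, cutoff set per campaign, cut at about 30% in these data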;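 also: 0% = DMSO wells and 100% = unlabeled Bim-BH3 peptide competitor; inhibitors lower millipolarization by displacing the labeled peptide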
Target sequence (Q07817 whole entry, looked up): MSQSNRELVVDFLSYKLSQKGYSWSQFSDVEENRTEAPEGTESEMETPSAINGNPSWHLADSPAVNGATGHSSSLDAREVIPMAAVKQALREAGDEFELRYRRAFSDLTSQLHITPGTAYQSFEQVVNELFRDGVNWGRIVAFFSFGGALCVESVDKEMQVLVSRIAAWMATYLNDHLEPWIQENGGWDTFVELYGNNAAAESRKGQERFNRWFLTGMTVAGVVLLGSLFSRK
Numbers without * were called inactive; / = no result given.

SMILES	CIT2-GFP yeast	CR mimetic SO	VLA-4 inh	MCL1-BIM inh	GLD-1 TGE inh	AGP1-GFP MLPCN	MEX-5 binding	GRK2 inh	BCLXL inh
CCCN1C(=O)c2ccccc2NC1c1ccc(Cl)c(Cl)c1 (centres undefined)	92	103	4	1	15	103	-0.1	4	0
O=C(Cn1cc([N+](=O)[O-])cn1)NCc1ccc(-n2cccn2)cc1	96	94	10	-2	0	101	3.5	0	3
O=C(NCCc1nc2ccccc2[nH]1)/C(=C/c1ccco1)NC(=O)c1ccco1	96	98	5	1	5	103	-2.7	2	3
O=C(NCCS(=O)(=O)N1CCN(c2ccccc2)CC1)c1ccco1	105	105	-7	5	6	118	2.4	5	7
COc1ccc(CCNC(=O)Cn2nnc(C(=O)Nc3ccc(Br)cc3)c2N)cc1OC	100	100	-267	0	-4	109	2.0	0	4
O=C(Nc1ccc([N+](=O)[O-])cc1)c1cccc(S(=O)(=O)Nc2cccnc2)c1	105	90	5	-1	-7	101	0.5	0	2
COCC(=O)Nc1ccccc1C(=O)Nc1ccc(OC)cc1	108	94	-5	-6	1	110	0.9	3	2
Cc1ccc(S(=O)(=O)NNC(=O)c2cccc(O)c2)cc1	105	116	1	12	2	96	0.5	5	3
Cc1cc(C(=O)N2CCC(C(=O)O)CC2)c(C(F)(F)F)o1	86	82	4	7	1	102	-2.8	1	1
CC(=O)Nc1ccc(S(=O)(=O)NC2CCS(=O)(=O)C2)cc1Cl (centres undefined)	/	114	3	-7	-1	/	-0.5	0	-4
CC(=O)Nc1ccc(NC(=O)CCn2c(=S)oc3ccccc32)cc1	99	108	-17	2	1	96	0.3	0	-5
CCS(=O)(=O)Nc1ccc(C2=NN(C(=O)c3ccco3)C(c3ccc(C)cc3)C2)cc1 (centres undefined)	97	91	2	1	4	104	1.1	5	1
COc1ccc(NC(=O)C(=O)NCCCO)cc1Cl	96	135	12	-11	-5	100	-0.7	0	0
CCOc1cc(/C=N/NC(=O)c2cccnc2)ccc1OCC(=O)N1CCOCC1	105	107	0	-2	-1	104	-5.1	2	1
C=CCNC(=O)C(C#N)c1nc2ccccc2nc1N1CCN(Cc2ccccc2)CC1 (centres undefined)	89	100	2	8	1	93	1.4	0	8
O=C(CCSc1nc(-c2ccco2)cc(C(F)(F)F)n1)NCC1CCCO1 (centres undefined)	98	77	-3	10	-2	92	-1.6	0	4
COc1ccc(C(=O)/C=C/C(=O)N(Cc2ccccc2OC)C(C(=O)NC2CCCCC2)c2ccncc2)c(O)c1 (centres undefined)	100	100	12	7	4	100	0.3	0	9
O=C(Nc1cccnc1)C1CCN(S(=O)(=O)c2cccs2)CC1	94	90	5	4	15	95	-0.4	2	4
Cc1ccccc1Nc1nc(N)nc(CSc2nnc(C)n2C)n1	84	96	-225	-6	6	95	-0.9	0	-3
O=C(CSc1ccc2nnc(-c3cccnc3)n2n1)Nc1ccc(F)cc1F	105	87	-13	8	-1	85	-2.6	4	9
Nc1nonc1C(=O)NCCNC(=O)c1cccs1	111	90	12	-1	3	111	1.7	2	3
COc1cc(C(C)=O)ccc1OCC(O)CN1CCN(c2cc(C)cc(C)c2)CC1 (centres undefined)	98	97	5	-6	11	97	-1.5	0	-1
Cc1cc2oc(=O)cc(CN3CCN(S(=O)(=O)c4cccs4)CC3)c2cc1C	92	112	11	3	-2	99	-1.1	7	-2
CCOC(=O)N1CCC(NC(=O)Cn2nc(-c3ccccc3)ccc2=O)CC1	107	103	-2	7	-2	97	-2.5	14	7
O=C(NC1CCCCC1)c1n[nH]c2c1CC(c1ccccc1)CC2 (centres undefined)	97	112	-1	0	0	88	/	2	1
CC1(C)c2[nH]c3ccccc3c2C[C@@H]2C(=O)N(c3cc(F)ccc3F)C(=O)N21	/	/	/	3	2	/	-2.1	/	7
O=C(CCCSc1nc(-c2ccco2)cc(C(F)(F)F)n1)Nc1ccc2c(c1)OCO2	112	99	5	10	6	112	0.2	0	3
COc1ccc(CSc2nnc(-c3ccncc3)n2C)cc1F	104	91	-7	-21	1	103	-1.6	0	-5
Cc1nccn1CCC1CCCCN1C(=O)CCc1nnc(-c2ccsc2)o1 (centres undefined)	94	124	10	0	-2	99	-1.6	0	1
CN(Cc1cc2ccccc2[nH]c1=O)C(=O)c1cccs1	100	99	6	5	3	103	-0.2	0	7
COc1ccc(/C=N/OCC(=O)N(Cc2ccc(OC)cc2)c2ccccc2C(=O)O)cc1	103	111	-13	8	6	101	-1.6	1	7
COc1ccc(NC(=O)C(CC(C)C)NS(=O)(=O)c2ccc3c(c2)CCN3C(C)=O)cc1OC (centres undefined)	101	95	0	-5	5	105	0.5	0	3
Cc1nn2c(Nc3ccc(F)cc3)c3c(nc2c1-c1ccccc1)CCC3	100	125	1	4	-4	102	-2.2	0	2
Cc1nn(Cc2ccccc2)c(Cl)c1C(=O)NCCc1ccccc1	94	94	0	-5	1	94	-1.1	0	-8
COc1ccc(NC(=O)CCCCC(=O)Nc2ccc(OC)cc2)cc1	98	104	10	2	7	91	-0.5	0	3
CN(Cc1ccccc1)c1oc(COc2ccccc2F)nc1C#N	93	99	18	11	2	101	0.1	2	5
Cc1cccc(OCC(=O)N(C)c2c(N)n(Cc3ccccc3)c(=O)[nH]c2=O)c1C	89	93	-1	-8	1	90	/	3	-15
O=C(CC(Cc1ccccc1)C(=O)O)Nc1cccc(C(F)(F)F)c1 (centres undefined)	105	105	3	8	-3	109	0.1	4	5
O=C(CSc1nc(-c2ccccc2)nn1C(=O)c1ccccc1)Nc1cccc([N+](=O)[O-])c1	91	102	9	3	4	93	-8.6	2	4
O=C(NCc1nc2ccccc2[nH]1)C1=C[C@H](c2coc3ccccc3c2=O)C[C@H](OCc2ccc(CO)cc2)O1	96	99	-9	1	-1	105	12	1	2
CN(Cc1ccccn1)Cc1nc(COc2ccccc2)no1	95	86	-2	8	4	106	-2.7	1	5
O=C(C1CCCCC1)N(Cc1ccccc1)c1ccccn1	98	111	19	4	2	100	-0.4	0	4
Cc1cccc(NC(=O)c2cc(NC(=O)C3CCCCC3C(=O)O)ccc2Cl)n1 (centres undefined)	101	90	-1	7	3	101	-1.3	0	6
COC(=O)C1CCN(CC(=O)N(C)c2c(N)n(Cc3ccccc3)c(=O)[nH]c2=O)CC1	97	112	31	-3	5	97	/	0	-4
COc1ccc(CCNC/C=C/c2ccccc2)cc1	103	93	-2	1	7	92	0.6	0	1
CCCn1cnc2c(=S)nc(N)[nH]c21	110	83	8	4	5	120	-0.9	0	5
CCc1ccccc1NC(=O)c1cc2ncc(Br)cn2n1	111	117	4	5	6	118	2.1	6	1
CCOC(=O)C(C(C)=O)C(c1ccc(OC)cc1)C(C(C)=O)C(=O)OCC (centres undefined)	101	107	2	-7	8	100	-0.6	0	7

Three successive entries already listed, quoted:
SMILES	CIT2-GFP yeast	CR mimetic SO	VLA-4 inh	MCL1-BIM inh	GLD-1 TGE inh	AGP1-GFP MLPCN	MEX-5 binding	GRK2 inh	BCLXL inh
Cc1cccc(OCC(=O)N(C)c2c(N)n(Cc3ccccc3)c(=O)[nH]c2=O)c1C	89	93	-1	-8	1	90	/	3	-15
O=C(CC(Cc1ccccc1)C(=O)O)Nc1cccc(C(F)(F)F)c1 (centres undefined)	105	105	3	8	-3	109	0.1	4	5
O=C(CSc1nc(-c2ccccc2)nn1C(=O)c1ccccc1)Nc1cccc([N+](=O)[O-])c1	91	102	9	3	4	93	-8.6	2	4

Carrying on:
SMILES	CIT2-GFP yeast	CR mimetic SO	VLA-4 inh	MCL1-BIM inh	GLD-1 TGE inh	AGP1-GFP MLPCN	MEX-5 binding	GRK2 inh	BCLXL inh
COc1ccccc1NNC(=O)C(O)(c1ccccc1OC)c1ccccc1OC	89	74	-8	-7	-8	91	3.4	0	5
CCN1C(=O)CC(C(=O)OC)=C1C	95	98	-7	1	-3	90	-1.4	1	5
CCn1cc(C(=O)NCCCN2CCCCCC2)c(=O)c2cc(S(=O)(=O)N3CCc4ccccc4C3)ccc21	101	90	8	-2	-5	95	1.9	0	-3
CC1CCCC(NC(=O)COC(=O)c2cccc(NS(=O)(=O)/C=C/c3ccccc3)c2)C1C (centres undefined)	103	93	31	-2	-2	105	-0.4	0	4
CC1C(=O)C(C)C(c2cccc(Br)c2)NC1c1cccc(Br)c1 (centres undefined)	99	90	5	-6	-1	95	1.2	0	-4
CN(C)S(=O)(=O)n1cc(/C=C(\NC(=O)c2ccccc2)C(=O)N2CCCC2)c2ccccc21	101	130	6	3	-4	105	-0.6	1	6
CN(C)C(CNC(=S)Nc1cccc(Cl)c1)c1cccnc1 (centres undefined)	99	93	-2	2	7	99	0.7	1	4
O=C(NCC1CCCO1)c1ccc(COc2ccc(Cl)cc2)cc1 (centres undefined)	100	103	10	1	1	95	-2.3	0	-2
COc1ccc(NC(=O)Cc2ccc(Cl)c(Cl)c2)cn1	93	92	8	-5	7	99	-2.7	0	-5
O=C(NCCCN=C1NS(=O)(=O)c2ccccc21)c1ccc(Cl)cc1	99	95	9	2	2	100	-0.7	2	4
CCOC(=O)Nc1ccc2c(c1)N(C(=O)CCN(CC)CC)c1ccccc1S2=O (centres undefined)	94	86	1	2	7	95	-0.6	0	0
COC(=O)c1cc(-n2cccc2)ccc1N1CCOCC1	100	108	-12	-17	10	100	0.0	0	-2
CN(C)c1nc(N)c2ncc(=S)[nH]c2n1	94	89	-5	26	12	100	-2.2	0	26
COCCN(Cc1cc2cc3c(cc2nc1Cl)OCO3)C(=O)c1ccc(C)cc1	104	92	22	3	-10	107	0.2	5	4
N#CCc1nn(Cc2ccc(F)cc2)c(=O)c2ccccc12	100	107	8	-10	-2	98	-0.8	0	-2
CC(=O)c1c(C)[nH]c(C)c1C(C)=O	94	96	0	-20	-1	95	-0.7	4	-10
CN1CCC(=O)N([C@H](CSc2ccc(Br)cc2)Cc2ccccc2)CC1	94	95	-2	-4	1	97	1.0	0	3
C=CCSc1nnc(NC(=O)c2cccc(S(=O)(=O)N3CCOCC3)c2)s1	104	95	0	-6	3	112	0.4	4	-1
O=C(Nc1cccc(F)c1)NC1(C(=O)N2CCC(O)CC2)CCCCC1	104	101	0	-8	-5	105	-0.3	0	-2
COC(CNC(=O)Cc1c(C)nc2c(-c3ccccc3)c(C)nn2c1C)OC	95	100	0	-1	-3	98	-1.8	5	5
CC(NC(=O)C(Cc1ccccc1)n1cccc1)c1ccccc1 (centres undefined)	88	89	-3	-1	0	99	-0.7	0	0
COc1ccc(S(=O)(=O)N2CCN(C(=O)CCNC(=O)c3ccccc3Cl)CC2)cc1	98	99	7	4	2	102	/	1	6
COc1cccc(-n2cc3c(c2-c2ccccc2)c(=O)n(C)c(=O)n3C)c1	100	79	-18	-3	2	/	-2.2	5	-4
COc1ccc(N=C2SC(C(N)=O)CC(=O)N2Cc2ccc3c(c2)OCO3)cc1 (centres undefined)	103	109	-3	2	-1	99	0.0	5	2
O=C(O)Cn1c(SCc2cccc3ccccc23)nc2ccccc21	101	97	4	5	-2	102	1.0	0	3
N#CC1(NC(=O)COC(=O)C2=COCCO2)CCCCC1	102	91	13	5	-1	100	/	7	0
C=CCNCCCOc1ccc(Cl)cc1Br	97	110	8	-2	3	99	-0.2	0	2
N#C/C(=C/c1ccc(O)c([N+](=O)[O-])c1)C(=O)Nc1ccccc1	100	93	-5	23	5	92	-0.6	6	21
O=C(c1ccco1)N1CCN(CC(=O)N2c3ccccc3CCc3ccccc32)CC1	104	108	-12	-5	9	112	-0.8	13	3
COc1ccccc1NC(=S)Nc1ccccc1F	98	96	15	12	0	87	0.0	2	12

Screens as filed in PubChem.

An unsorted share of the library; overall some 2.1% were active at least once.
